VCAM1 TNFa inh = reduces TNF alpha induced VCAM1 expression in HUVEC; inhibition, % at 2 µM; HUVEC TNFa-induced VCAM-1 immunofluorescence, high-content imaging; 95,000 compounds, 0.48% hits;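 active means inhibition above the batch mean plus 3 SD, with images confirmed as a hit by eye, cut at about 37% in these data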;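 further: 0% = TNF-stimulated DMSO wells and 100% = unstimulated control wells; not every result past the cut was called active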
HUVEC tox IL1B = toxic to HUVEC cells under IL-1B stimulation. cell count reduction, % at 2 µM. HUVEC cell count loss, Hoechst imaging, IL-1B stimulated. 94,000 compounds, 0.41% hits;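 active means cell count reduction more than 3 SD above the screen-wide mean, cut at about 70% in these data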;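 further: normalized per plate to untreated control cells as the no-loss baseline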
MT1-MMP txn act = activates MT1-MMP transcription. activation factor at 10 µM. HT1080 MT1-MMP promoter luciferase reporter, luminescence, overnight; stronger effect = higher value. 86,000 compounds, 0.16% hits;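 active means activation factor of at least 2 for MT1-MMP transcription at 10 µM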
hDAT+cocaine = human DAT dopamine uptake with cocaine, either direction; LLC-PK1 hDAT cells, [14C]-dopamine uptake with cocaine IC80; actives deviate in either direction; B-score at 10 µM; 110,000 compounds, 1.3% hits; AID 449768;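 active means Z score or B-score, a plate-position-corrected score, falls beyond the plate's 99.7% confidence bounds, in either direction; inactive means both scores lie inside the 99.7% bounds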;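 further: scored against the spread of the other compound wells on the same plate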
Smad3 FoxH1 inh = inhibitors of human Smad3 transcription factor binding. P84022. TR-FRET Smad3/Dy647-FoxH1 peptide binding, europium anti-His. inhibition, % at 25 µM. 88,000 compounds, 0.29% hits. AID 630;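 active means compounds that reduce the energy-transfer binding signal between the protein and its labelled peptide by more than half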;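 further: 0% = Smad3 plus labelled peptide maximal FRET and 100% = peptide-only background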
PTPN22 inh 2 = blocks human PTPN22 phosphatase activity | 96,000 compounds, 0.21% hits | inhibition, % at 2 µM | recombinant LYP catalytic domain, DiFMUP fluorescence;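 active means inhibition at 2 µM at or above a set limit, the screen mean plus 3 SD, cut at about 24% in these data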;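 further: 0% = DMSO with enzyme and 100% = enzyme fully blocked by orthovanadate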
Target sequence (Q9Y2R2 whole entry, looked up, the tested form may be a part): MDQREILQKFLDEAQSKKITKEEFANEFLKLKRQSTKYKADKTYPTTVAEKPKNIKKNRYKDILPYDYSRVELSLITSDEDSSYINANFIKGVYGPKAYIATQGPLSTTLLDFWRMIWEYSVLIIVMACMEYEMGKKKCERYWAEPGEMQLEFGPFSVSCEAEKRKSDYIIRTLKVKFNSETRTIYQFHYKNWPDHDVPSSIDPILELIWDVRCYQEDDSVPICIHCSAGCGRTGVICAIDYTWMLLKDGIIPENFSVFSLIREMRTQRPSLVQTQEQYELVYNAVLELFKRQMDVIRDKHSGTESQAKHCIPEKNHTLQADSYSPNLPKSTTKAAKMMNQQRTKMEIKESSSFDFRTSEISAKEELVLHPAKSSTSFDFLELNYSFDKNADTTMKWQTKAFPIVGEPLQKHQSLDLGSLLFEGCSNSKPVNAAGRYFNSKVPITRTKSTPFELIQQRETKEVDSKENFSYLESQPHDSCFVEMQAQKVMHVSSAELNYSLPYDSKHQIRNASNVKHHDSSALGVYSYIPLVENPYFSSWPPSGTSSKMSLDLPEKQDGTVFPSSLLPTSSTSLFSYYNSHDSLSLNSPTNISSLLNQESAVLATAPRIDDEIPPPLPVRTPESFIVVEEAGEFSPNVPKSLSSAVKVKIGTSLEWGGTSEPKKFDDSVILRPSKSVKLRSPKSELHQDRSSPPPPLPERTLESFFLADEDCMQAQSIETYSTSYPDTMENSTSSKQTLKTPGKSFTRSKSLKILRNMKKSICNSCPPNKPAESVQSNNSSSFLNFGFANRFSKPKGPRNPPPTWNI
HUVEC tox TNFa = HUVEC cytotoxicity counter-screen, TNF alpha stimulated | HUVEC TNFalpha-stimulated, Hoechst cell count, imaging | cell count reduction, % at 2 µM | 93,000 compounds, 0.17% hits | AID 848;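 active means cell count reduction exceeding the screen mean by over 5 SD, scaled to untreated wells per plate, cut at about 78% in these data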;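 further: cells counted after 24 h of TNF alpha exposure following the 1 h pretreatment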
Candida biofilm = kills Candida albicans biofilms; 85,000 compounds, 0.14% hits; C. albicans biofilm + clotrimazole, Alamar Blue; inhibition, % at 6 µM; AID 834;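 active means inhibition above 20%; inactive means inhibition below 20%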;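 further: preformed 24 hr biofilms exposed to compound for 48 hr; 0% = biofilm without compound and 100% = blank killed by clotrimazole plus chlorhexidine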
F-actin modifier = cytoskeleton assembly modification; 91,000 compounds, 0.18% hits; inhibition, % at 2 µM; HUVEC TNFa F-actin phalloidin imaging, high content;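 active means inhibition above the batch mean plus 3 SD and confirmed as a hit by visual image inspection, cut at about 30% in these data, passing the limit was not always enough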; further: strong numbers were not always called active
Active calls of the source: *; / = not tested or not shown; [ ] = remark or other dose.

Compound	VCAM1 TNFa inh	HUVEC tox IL1B	MT1-MMP txn act	hDAT+cocaine	Smad3 FoxH1 inh	PTPN22 inh 2	HUVEC tox TNFa	Candida biofilm	F-actin modifier
O=C(Nc1ccc(F)cc1)Nc1nnc(-c2ccncc2)s1	13	-25	/	0.3	/	7	-11	/	8
C=CCSc1nc2c(c(=O)n(C)c(=O)n2C)n1CC	-1	2	1.1	-0.11	1	-15	-10	2	18
N=c1nc(SCCC(=O)O)ss1	4	-23	0.7	-0.11	9	2	-11	9	-26
COc1ccc(CC(=O)OCCN(C)C)cc1	1	20	/	-1.1	-5	-2	-8	5	-9
Oc1sc(C=Nc2ccccc2)c2ccccc12	20	-19	/	-0.6	/	-6	-30	/	28
O=C(c1ccco1)c1cn(CC(=O)N2CCCc3ccccc32)c2ccccc12	-7	-48	1.2	1.4	7	-6	-8	5	4
Nc1nc(-c2cccnc2)nc(N2CCCCC2)n1	4	-79	1	-0.024	21[fluorescence artefact?]	-2	-29	/	-3
CCCCC(=O)Nc1cc(C(=O)NCCc2ccccc2)ccc1Cl	0	/	/	0.66	/	12	-23	/	19
Cc1c(C)n(C(=O)CN2CCN(c3ccccn3)CC2)c2ccccc12	12	-24	1.1	1	5	-8	-15	-3	-1
O=C(COc1ccccc1)N(CCc1ccccc1)c1nc(-c2ccc(F)cc2)cs1	5	18	/	/	/	0	5	/	13
COc1ccc(CNC(=O)C(C#N)c2nc3ccccc3nc2N2CCCC2)cc1 (stereo unspecified)	-4	11	1.1	0.064	42[fluorescence artefact?]	2	-5	2	1
Cc1ccc(NC(=O)C2CCN(S(=O)(=O)c3cccs3)CC2)cc1C	10	-3	1.1	0.064	-1	9	-8	7	12
CCOC(=O)Nc1cccc(Cl)c1C	-1	14	1.1	0.72	/	14	-10	/	-18
CC(=N\O)/C(CN(C)C)=N/O	0	-28	1.2	0.18	4	1	-12	7	-2
CCOc1nc2c(c(=O)n(C)c(=O)n2C)n1Cc1ccccc1Cl	6	-9	1	0.73	7	-8	-17	2	1
COc1nc(NCCc2ccc(OC)c(OC)c2)nc(NC(C)(C)CO)n1	15	-34	0.9	-0.055	-1	0	-11	2	19
Cc1cc(=O)oc(C)c1C(=O)N1CCN(C)CC1	-3	-8	1.1	-0.67	5	0	-24	8	14
COC(=O)c1ccsc1NC(=O)CSc1nnnn1-c1ccccc1SC	14	-46	1.1	-0.96	10[fluorescence artefact?]	-9	-21	4	10
O=C(CN1CCCCC1)Nc1ccc(F)c(Cl)c1	/	/	1.1	-2.1	-1[fluorescence artefact?]	/	/	-2	/
COc1ccc(C2C(C(=O)N3CCOCC3)=C(C)NC3=C2C(=O)CC(C)(C)C3)cc1O (stereo unspecified)	3	23	1.1	-0.32	-3	-8	-37	0	2
CCOC(=O)C1CCCN(C(=O)C2CCC(CNS(=O)(=O)c3ccc(NC(C)=O)cc3)CC2)C1 (stereo unspecified)	6	-23	1.1	-0.56	11	10	-20	7	/
O=C(NCC(=O)N(CCc1ccccc1)C(C(=O)NC1CCCC1)c1cccnc1)c1ccco1 (stereo unspecified)	19	-18	1.1	0.41	-1	-10	-2	2	9
COc1cc(C(=O)OCC(=O)N(C)C)cc(NC(=O)c2ccco2)c1OC	7	8	/	-0.72	/	-2	-13	/	30
O=C(Nc1ccc(F)cc1)NC1(C(=O)NCc2ccc3c(c2)OCO3)CCCCC1	12	14	1.2	-0.9	-4	-3	4	-2	-1
CC(=O)Nc1sc(C)c(C)c1CN1CCN(S(=O)(=O)c2ccccc2)CC1	/	/	1.1	-0.019	-6	/	/	5	/
Oc1ccc(N2CCN(C(c3cccs3)c3nnnn3CCc3ccccc3)CC2)cc1 (stereo unspecified)	-8	-66	1	1.1	/	8	17	/	-6
COc1ccc2[nH]cc(C(=O)CN3CCCC(C)C3)c2c1 (stereo unspecified)	8	-16	1.1	-0.35	4	-9	-42	6	8
Cc1ccc(C(=O)Oc2cccc(NC(=O)c3cccs3)c2)cc1S(=O)(=O)N1CCOCC1	10	-8	/	-0.25	/	9	-16	/	5
COc1cc(C)ccc1OCCOc1c(C)cccc1Cl	8	-4	/	/	/	-8	-5	/	-12
COc1ccc(OC)c(-n2nnnc2SCC(=O)Nc2ccc(C(=O)N3CCCCC3)cc2)c1	4	-16	1	-0.0016	13	-1	-17	6	2
Cc1nnc(NC(=O)CSc2nnc(Cc3cccn3C)n2-c2cccc(C(F)(F)F)c2)s1	/	/	1	1.1	-9	/	/	24*	/
Cc1cccc(NC(=S)NN2CCN(C)CC2)c1C	-3	-8	1.1	-0.41	8	-5	-16	-1	13
O=C(c1ccco1)N1CCN(C(=O)c2ccc(COc3ccc(F)cc3)o2)CC1	11	6	1.2	2.6	-7	3	13	2	1
COC(=O)c1ccc(NC(=O)C2CCCN2S(=O)(=O)c2ccc(OC)cc2)cc1 (stereo unspecified)	-3	33	1.2	-0.064	/	-5	-17	/	16
CC1CN(S(=O)(=O)c2ccc(NC(=O)c3ccco3)cc2)CC(C)O1 (stereo unspecified)	24	-1	0.9	0.26	-2	0	-12	12	0
Cc1cc(C)nc(NC(=O)Nc2ccccc2C(F)(F)F)n1	/	/	1.2	-0.47	10	/	/	5	/
C/C(N)=C(/C#N)C(=O)CSc1nnnn1-c1ccccc1	8	-6	1.4	0.17	-4	0	-18	5	9
O=S(=O)(c1ccccc1)n1nc(-c2ccccc2)nc1NCc1ccco1	7	-22	1.3	0.16	-2	-3	-14	3	-24
O=C(CCN1C(=O)COc2ccccc21)N1CCN(c2ccccn2)CC1	12	-8	1	1.1	-5	-7	6	-2	-23
CC1CCN(C(=O)CSc2nc3ccccc3[nH]2)CC1	/	/	1.4	0.26	13[fluorescence artefact?]	/	/	0	/
O=C(Nc1nnc(-c2ccc(Cl)cc2)o1)C1CCCCC1	/	/	1.2	-0.19	1	/	/	2	/
Cc1c(C(=O)OCc2ccccc2)[nH]c2c1C(=O)CC(c1ccco1)C2 (stereo unspecified)	/	/	0.4	-0.88	2	/	/	1	/
CS(=O)(=O)N1CCN(C(=O)c2ccccc2F)CC1	/	-34	1.1	0.055	-11	0	/	-2	/
CC(C)CN(Cc1cc2ccccc2[nH]c1=O)C(=O)c1cccnc1	/	/	1.1	-0.51	-13	/	/	2	/
Cc1nonc1NC(=O)CSc1nnc(-c2ccoc2C)n1CC(C)C	10	-9	0.9	0.84	11	-5	-36	-2	5

Compound profiles, from the list above:
Results for `CC1CN(S(=O)(=O)c2ccc(NC(=O)c3ccco3)cc2)CC(C)O1` (stereo unspecified) = VCAM1 TNFa inh: 24; HUVEC tox IL1B: -1; MT1-MMP txn act: 0.9; hDAT+cocaine: 0.26; Smad3 FoxH1 inh: -2; PTPN22 inh 2: 0; HUVEC tox TNFa: -12; Candida biofilm: 12; F-actin modifier: 0
Results for `COC(=O)c1ccc(NC(=O)C2CCCN2S(=O)(=O)c2ccc(OC)cc2)cc1` (stereo unspecified) = VCAM1 TNFa inh: -3; HUVEC tox IL1B: 33; MT1-MMP txn act: 1.2; hDAT+cocaine: -0.064; Smad3 FoxH1 inh: /; PTPN22 inh 2: -5; HUVEC tox TNFa: -17; Candida biofilm: /; F-actin modifier: 16

(listing goes on)
Compound	VCAM1 TNFa inh	HUVEC tox IL1B	MT1-MMP txn act	hDAT+cocaine	Smad3 FoxH1 inh	PTPN22 inh 2	HUVEC tox TNFa	Candida biofilm	F-actin modifier
CCOC(=O)CSC1=C(C#N)C(c2ccccc2F)C(C(C)=O)=C(C)N1 (stereo unspecified)	10	0	1	0.61	7	-1	-45	4	50
O=C(CCCc1ccccc1)NCc1cn2ccsc2n1	26	10	1.2	-0.87	10	3	-6	0	-7
CCS(=O)(=O)N1CCC(C(=O)N2CCc3ccccc3C2)CC1	22	6	1	/	1	6	8	4	-1
O=C1c2ccccc2NC2CCCCCN12 (stereo unspecified)	-9	0	1	-0.59	9	-8	8	6	6
O=c1c2c(nc3c(-c4cccc5ccccc45)c[nH]n13)CCC2	0	-227	1.1	-0.013	2	-14	-13	5	0
CC(=O)N1CCN(c2ccccc2NC(=O)COc2ccc(Cl)cc2Cl)CC1	12	8	1.3	-0.092	9[fluorescence artefact?]	17	-7	4	5
CC(=O)c1ccc(-n2c(CCC(=O)O)ccc2-c2cccs2)cc1	2	-13	1.2	0.59	-8	-7	-20	9	-6
O=C1C(c2ccccc2)SC(=Nc2ccccc2)N1S(=O)(=O)c1ccccc1 (stereo unspecified)	-14	4	/	-0.18	/	8	-15	/	10
COc1cc2cc(C)nc(Cc3cccc4ccccc34)c2cc1OC	17	5	/	-0.49	-5	-6	-5	15	-1
Cc1cc(C(=O)NCC(c2ccco2)N(C)C)no1 (stereo unspecified)	30	-15	1	-0.52	/	-14	3	/	9
O=C(Cn1[nH]c(=O)c2ccccc2c1=O)OCC(=O)N(Cc1ccccc1)Cc1ccccc1	-7	9	/	0.45	0	-1	-19	2	-10
CCC1(C)Cc2c(sc3nc4n(c(=O)c23)CCCS4)CO1 (stereo unspecified)	18	-41	1	1.4	23	4	6	3	-11
CCOC(=O)C1=C(N)n2c(s/c(=C/c3ccco3)c2=O)=C(C(=O)OC)C1c1ccco1 (stereo unspecified)	-9	-10	0.9	1.3	-8	6	-29	-7	-1
CCOC(=O)C1CCCN(c2c(NCCN(C)Cc3ccccc3)c(=O)c2=O)C1 (stereo unspecified)	19	6	1.2	2.5	8	-7	12	6	6
O=C(NCc1ccco1)c1ccc(=O)oc1	-1	/	1.1	0.1	-2	0	-1	1	2
Cc1cc2c(c(N3CCOCC3)n1)C(=O)OC2	-5	-14	0.9	-0.68	-1	1	14	9	2
C=CCNC(=S)N1CCC(C(=O)c2ccc(OC)cc2)CC1	-3	-4	/	-0.19	/	1	8	/	4
O=C(OC(C(=O)NCc1cccs1)c1ccccn1)c1cccs1 (stereo unspecified)	-13	8	1.2	-0.33	6	-7	/	8	14
COc1ccc(C2C3=C(Nc4ncnn42)c2ccccc2CCC3)cc1 (stereo unspecified)	10	-16	/	0.48	5	-4	4	5	-2
CN(C)S(=O)(=O)c1ccc(NC(=O)c2cccnc2)cc1	7	5	1.1	-0.37	2	-3	-13	6	-6
COCCn1c(SCC(=O)N2CCc3ccccc32)nc2c(c1=O)SC(C)C2 (stereo unspecified)	/	/	1.1	1	24[fluorescence artefact?]	/	/	3	/
Fc1ccc(-c2ccnc3nc(N4CCN(c5ccccc5)CC4)nn23)cc1	16	-13	/	0.86	/	-6	-12	/	12

Arranged by length of the SMILES (falling): 9 of the compounds above
Compound	VCAM1 TNFa inh	HUVEC tox IL1B	MT1-MMP txn act	hDAT+cocaine	Smad3 FoxH1 inh	PTPN22 inh 2	HUVEC tox TNFa	Candida biofilm	F-actin modifier
CCOC(=O)C1CCCN(C(=O)C2CCC(CNS(=O)(=O)c3ccc(NC(C)=O)cc3)CC2)C1 (stereo unspecified)	6	-23	1.1	-0.56	11	10	-20	7	/
COc1ccc(C2C(C(=O)N3CCOCC3)=C(C)NC3=C2C(=O)CC(C)(C)C3)cc1O (stereo unspecified)	3	23	1.1	-0.32	-3	-8	-37	0	2
O=C(c1ccco1)N1CCN(C(=O)c2ccc(COc3ccc(F)cc3)o2)CC1	11	6	1.2	2.6	-7	3	13	2	1
Oc1ccc(N2CCN(C(c3cccs3)c3nnnn3CCc3ccccc3)CC2)cc1 (stereo unspecified)	-8	-66	1	1.1	/	8	17	/	-6
CC(=O)N1CCN(c2ccccc2NC(=O)COc2ccc(Cl)cc2Cl)CC1	12	8	1.3	-0.092	9[fluorescence artefact?]	17	-7	4	5
O=S(=O)(c1ccccc1)n1nc(-c2ccccc2)nc1NCc1ccco1	7	-22	1.3	0.16	-2	-3	-14	3	-24
CN(C)S(=O)(=O)c1ccc(NC(=O)c2cccnc2)cc1	7	5	1.1	-0.37	2	-3	-13	6	-6
C/C(N)=C(/C#N)C(=O)CSc1nnnn1-c1ccccc1	8	-6	1.4	0.17	-4	0	-18	5	9
N=c1nc(SCCC(=O)O)ss1	4	-23	0.7	-0.11	9	2	-11	9	-26

These rows are one share of the data; rates above refer to the full screens.
